pAkt inh = Akt phosphorylation inhibition | AID 651550 | Neuro2A IGF-stimulated pAkt S473 HTRF, 20 min; hits give low values | 360,000 compounds, 0.32% hits | activity change, % for hits at 50 µM; in the data active = activity change below about -80%; inconclusive = mostly about -51% to -80%; also: % is scaled to controls: 0 for no effect and ±100 for the full control effect
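Single-point screen (50 µM final compound) in Neuro2A cells stimulated 20 min with 6 nM IGF at 37 deg C. After lysis, Ser473-phosphorylated Akt read by HTRF (ex 330 nm, em 615/665 nm) as the 665/615 ratio.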
HEK293 tox = cytotoxicity counter-screen for GLP-1 receptor inverse agonists; HEK293 cAMP-luciferase reporter cells, luminescence, 24 h; Potency, µM (top dose mostly 38.3 µM), for the others: top-dose activity change, negative = inhibition, usual class: inhibitors; 410,000 compounds, 0.13% hits; AID 624418;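 also: loss of luciferase light is scored as toxicity; potency is read from the fitted curve at half-maximal effect; % is scaled to controls: 0 for no effect and ±100 for the full control effect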
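Seeding density was 200 cells/uL; after overnight-length (12 h) culture, 23 nL compounds went on for 24 h at 37 °C. Readout used a luciferase detection reagent, luminescence taken after 12 min at room temperature.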
PTHR1 agonist = activates the human parathyroid hormone receptor PTHR1 | HEK293 GP2 PTHR1 cells, GloSensor cAMP luminescence, 1 h | Potency, µM (highest dose often 115 µM), inactives show at the top dose activation, hits mostly activators | 410,000 compounds, 0.075% hits; also: potency is read from the fitted curve at half-maximal effect; nearly all actives have a fitted effect of over 55% in size; some results filed as inactive show a strong effect at the top dose; inactives centre near -15; many of its hits are not listed in these tables
Target sequence (Q03431 whole entry, looked up): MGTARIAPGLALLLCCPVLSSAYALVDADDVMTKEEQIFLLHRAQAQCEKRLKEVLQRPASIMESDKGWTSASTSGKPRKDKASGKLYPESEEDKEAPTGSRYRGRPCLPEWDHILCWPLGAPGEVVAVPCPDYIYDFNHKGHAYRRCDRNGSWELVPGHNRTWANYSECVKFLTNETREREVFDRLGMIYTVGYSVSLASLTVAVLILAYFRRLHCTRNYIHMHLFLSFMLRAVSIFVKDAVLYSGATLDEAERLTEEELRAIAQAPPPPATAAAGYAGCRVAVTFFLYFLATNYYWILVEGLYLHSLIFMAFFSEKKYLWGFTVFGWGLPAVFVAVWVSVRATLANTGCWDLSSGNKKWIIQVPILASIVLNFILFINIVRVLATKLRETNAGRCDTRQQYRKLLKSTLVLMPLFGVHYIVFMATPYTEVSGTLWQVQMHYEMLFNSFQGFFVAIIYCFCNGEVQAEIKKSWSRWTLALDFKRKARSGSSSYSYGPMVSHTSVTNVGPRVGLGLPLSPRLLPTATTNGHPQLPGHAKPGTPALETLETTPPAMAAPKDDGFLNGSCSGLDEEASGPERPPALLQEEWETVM
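HEK-293-derived GP2 cells expressing PTHR1 and a GloSensor cAMP reporter, 3,000/well, plated overnight, given luciferin plus IBMX (each 0.5 mM as added) for 1 h at 37 °C, then compound for 1 h at 37 °C. Luminescence was read after 15 min at room temperature.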
Abeta yeast res = restores growth of yeast expressing A-beta42 peptide | yeast expressing A-beta42, growth rescue, OD600, 48 h; response scale: 0% DMSO, 100% iron-clioquinol control | Potency, µM (top dose mostly 46.1 µM), for inactives: top-dose growth rescue, actives largely listed as activators | 410,000 compounds, 0.063% hits; also: potency is read from the fitted curve at half-maximal effect; nearly all actives have a fitted effect of over 55% in size
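Yeast growth medium received pinned compounds, then yeast cells expressing toxic A-beta were added; plates incubated at 30 C for 48 hr. Growth read as absorbance at 600 nm, normalized to DMSO and equimolar FeCl3 plus clioquinol controls.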
Mm-Cpn inhibitor = blocks the Methanococcus maripaludis chaperonin Mm-Cpn; Potency, µM (top dose mostly 76.9 µM), for inactives: at the top dose activity, negative = inhibition, usual class: inhibitors; 330,000 compounds, 0.031% hits; purified Mm-Cpn ATPase, ADP Transcreener TR-FRET; also: potency is read from the fitted curve at half-maximal effect; % is scaled to controls: 0 for no effect and ±100 for the full control effect; nearly all actives have a fitted effect of over 80% in size
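ATP (10 uM final) was added to archaeal chaperonin (25 nM final) after 10 min exposure to test compound at 37°C; after 30 min further incubation, ADP was detected by competitive TR-FRET.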
aSyn yeast inh = rescues yeast growth from alpha-synuclein toxicity; Yeast expressing alpha-synuclein, growth rescue, BacTiter-Glo, 24 h; Potency, µM (titrated, usually from 46.1 µM), for the others: top-dose growth rescue (activation), usual class: activators; 370,000 compounds, 0.14% hits; AID 652106; also: potency is read from the fitted curve at half-maximal effect; % of control where 0% means no effect; nearly all actives have a fitted effect of over 65% in size
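Rescue of yeast growth: cells expressing toxic alpha-synuclein, induced in galactose at OD600 0.02, incubated with compound 24 h at 30 C. ATP luminescence quantified growth; inhibitors of toxicity appear as activators.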
FUS yeast rescue = rescues growth of FUS-expressing yeast. S. cerevisiae FUS-expressing, growth rescue, OD600, 24 h. Potency, µM (top dose mostly 76.6 µM), for inactives: at the highest dose growth rescue (activation), hits mostly activators. 390,000 compounds, 0.24% hits. AID 1347120;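 also: potency is read from the fitted curve at half-maximal effect; plate controls were DMSO vehicle for no effect and reference control for full effect; nearly all actives have a fitted effect of over 55% in size; some results filed as inactive show a strong effect at the top dose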
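Restored growth of FUS-toxic S. cerevisiae, read as 600 nm absorbance after 24 h at 30C in galactose medium (starting OD 0.005). Controls CP55940 and DMSO.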
TDP-43 yeast inh = inhibitors of TDP-43 toxicity in yeast; AID 652104; 410,000 compounds, 1.8% hits; TDP-43 expressing yeast growth rescue, BacTiter-Glo, 24 h; Potency, µM (doses to about 46.1 µM), without a hit: at the highest dose growth rescue (activation), most hits filed as activators; also: potency is read from the fitted curve at half-maximal effect; % of control where 0% means no effect; nearly all actives have a fitted effect of over 50% in size
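Luminescence from BacTiter-Glo reports growth of TDP-43-expressing yeast after 24 hr at 30 deg C with compound. Cells were raffinose-pregrown to mid-log, then seeded in galactose medium at OD600=0.02.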
GLP1R inv ag = acts as inverse agonist at human GLP-1 receptor; 410,000 compounds, 1.6% hits; AID 624417; P43220; Potency, µM (series often up to 38.3 µM), for inactives: at the highest dose activity change, negative = inhibition, actives largely listed as inhibitors; HEK293 GLP-1R CRE-luciferase, luminescence, 24 h; GLP-1R form is constitutively active; also: potency is read from the fitted curve at half-maximal effect; % is scaled to controls: 0 for no effect and ±100 for the full control effect; nearly all actives have a fitted effect of over 55% in size
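Constitutively active GLP-1R drives a cAMP-responsive luciferase in stably transfected HEK293 cells; test compounds are added after overnight (12 h) attachment and left 24 hr, and signal loss in luminescence marks inhibition.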
An asterisk follows results filed as active; i = inactive; u = inconclusive; x = not tested or not shown; & = joins results of further samples; [ ] = dose if it differs, or a comment. Unless noted, calls follow the shape of the dose curve; as a rule, active = well fitted curve in the direction sought with a large enough effect; inconclusive = small, poorly fitted or top-dose-only effect, or another doubt; inactive = no such curve, though single readings can be large; an effect the other way counts as inactive or inconclusive. Only part of the results is shown; the hit share may differ from the screen's.

mol	pAkt inh	HEK293 tox	PTHR1 agonist	Abeta yeast res	Mm-Cpn inhibitor	aSyn yeast inh	FUS yeast rescue	TDP-43 yeast inh	GLP1R inv ag
CC(C)c1ccc2[nH]c3c(c2c1)CCC/C3=N\NC(=O)c1ccncc1	i	u	11%	-7%	0%	1%	u	-26%	u
Cn1cc(CN2CCCC(C(=O)c3cc(F)ccc3F)C2)c2ccccc21 (stereo not given)	i	-30%	i	1%	-7%	14%	22%	-1%[9.22 µM]	u
CC(=O)Nc1ccc(N2C(=O)c3cccc4c(O)ccc(c34)C2=O)cc1	i	94%[activator]	0%	1%	u	0%	32%	13%	-3%
Cc1ccccc1-n1nc2c(c1NC(=O)C(C)C)CS(=O)(=O)C2	i	-3%	i	-5%	0%	1%	-11%	11%	15%
CC(C)(C)c1ccc(OCC(=O)Nc2ccncc2)cc1	i	-4%	-35%[inhibitor]	7%	0%	6%	4%	13%	1%
CCOC(=O)N1CCN(C(=O)c2cc3cc(OC)c(OC)cc3[nH]2)CC1	i	-10%	i	2%	-1%	1%	-11%	17%	7%
COc1cc(C(=O)Nc2ccc3c(c2)OCO3)ccc1-n1cnnn1	i	-10%	i	8%	0%	2%	18%	-16%	-7%
CN(C)S(=O)(=O)N(CC(=O)NCc1ccccc1)c1ccccc1	i	5%	-7%[57.5 µM]	3%	-3%	10%	23%	-15%	0%
CC(C)NC(=O)c1onc(CSc2ccc(C(C)C)cc2)c1C(=O)O	i	5%	i	-15%	1%	-22%	-8%	9%	u
COc1ccc(CCNC(=O)/C=C/c2ccco2)cc1OC	i	10%	i	10%	0%	-5%	35%	2%	53%[activator]
CCCNCC1COc2ccccc2O1 (stereo not given)	i	1%	-6%[57.5 µM]	-12%	0%	1%	25%	-16%	0%
CCCCN1C(C(=O)Nc2cc(C)on2)=C(O)c2ccccc2S1(=O)=O	i	10%	i	-1%	2%	8%	35%	-6%	-21%
CCCCNC(=O)Cc1c(O)c2ccccc2[nH]c1=O	i	7%	-5%[57.5 µM]	3%	2%	0%	18%	-8%	3%
O=C(COC(=O)Cc1c[nH]c2ccccc12)NC1CCCCC1	i	-12%	i	4%	-1%	6%	-10%	11%	-1%
O=C(COC(=O)c1ccc(O)cc1)Nc1ccc2[nH]c(=O)[nH]c2c1	i	22%	i	-6%	2%	0%	11%	10%	-6%
CCN(CC)S(=O)(=O)c1cccc(-c2n[nH]c(=S)n2C(C)COC)c1 (stereo not given)	i	3%	-4%	-6%	2%	4%	7%	12%	-6%
Cc1ccc(NC(=O)CSc2nnc(-c3cc(C)[nH]n3)n2N)cc1	i	-3%	i	0%	-1%	-2%	5%	-6%	20%
O=C(c1cc(=O)c2ccccc2o1)N1CCN(c2cccc(Cl)c2)CC1	i	-5%	-35%	-8%	1%	2%	20%	u	u
O=C(c1ccc(S(=O)(=O)N2CCOCC2)cc1)N1CCN(C2=NS(=O)(=O)c3ccccc32)CC1	i	6%	-8%[57.5 µM]	-8%	-12%	1%	24%	-4%	0%
COCCNC(=O)COc1ccccc1C	i	-4%	i	4%	-1%	0%	-17%	2%	-4%
CCC(C)NC(=O)Cn1ncc2c([nH]c3ccc(C)cc32)c1=O (stereo not given)	x	-2%	i	-12%	x	x	-28%	10%	6%
CCOc1ccc(N2CC(C(=O)Nc3ccc(S(=O)(=O)Nc4nccs4)cc3)CC2=O)cc1 (stereo not given)	i	7%	0%	-14%	-2%	-4%	18%	1%	1%
COc1ccccc1C/C(N)=N/OC(=O)COc1ccc(C)cc1C	i	4%	-8%[57.5 µM]	-8%	x	-1%	22%	-12%	0%
Cn1nnnc1SCC(=O)Nc1cc(S(=O)(=O)N2CCCCC2)ccc1Cl	i	-1%	i	-4%	-1%	-15%	15%	0%	-17%
CCCN1C(=O)/C(=C\c2ccncc2)SC1=Nc1ccccc1	i	1%	-55%[inhibitor]	-32%[inhibitor]	-1%	-4%	x	u	-18%
Cn1cnc(S(=O)(=O)N2CCCC(C(=O)NCc3ccccc3)C2)c1 (stereo not given)	x	11%	i	-16%	x	x	-4%	15%	0%
COC(=O)CC1C(=O)NCCN1C(=O)CSc1nc2ccccc2c(=O)n1CC(C)C (stereo not given)	i	7%	-23%	3%	1%	-1%	-1%	-5%	12%
CCSc1nnc(NC(=O)c2nc3nc(C)cc(C)n3n2)s1	i	-16%	-37%[inhibitor]	18%	0%	5%	8%	8%	-7%
CCCCCCNC(=O)Cc1ccc(Br)cc1	i	0%	-2%	-31%[inhibitor]	3%	9%	10%	-39%[inhibitor]	u
CCC(=O)N1CCc2cc(S(=O)(=O)NC(CC(C)C)C(=O)Nc3ccc(CC)cc3)ccc21 (stereo not given)	x	-19%	4%	-21%	x	x	u	-8%	-14%
N#CC1=C(N)Oc2cc3ccccc3cc2C1c1cccnc1 (stereo not given)	i	u	-29%[57.5 µM]	5%	0%	-3%	22%	1%	u
COc1ccc(C2/C(=C(\O)c3ccc(OC)c(Cl)c3)C(=O)C(=O)N2CCN(C)C)cc1 (stereo not given)	i	5%	i	3%	-4%	2%	13%	15%	8%
CC(C)CNC(=O)c1ccc(-c2ccc(F)c(F)c2)c2ccoc12	i	-1%	-3%	-8%	x	21%	-6%	u	-27%
CCN(c1ccc(NC(=O)CSc2nnc3nc(C)cc(C)n23)cc1)C(C)C	i	-5%	i	23%	-2%	-1%	18%	15%	0%
COc1ccc(NS(=O)(=O)c2ccc3c(c2)CCN3C(=O)C2CC2)cc1OC	x	-4%	-17%	-8%	x	x	7%	9%	-20%
O=C(COC(=O)Cc1ccccc1F)Nc1ccc2c(c1)OCO2	i	12%	i	-8%	-1%	-5%	-3%	25%[9.22 µM]	10%
CCc1ccc(NC(=O)c2c(C(=O)Nc3ccccc3)sc3nc(C)cc(=O)n23)cc1	i	-25%&-9%	-17%	-2%&2%	0%	7%	4%&-1%	1%&-1%	4%&4%
CC1CCN(C(=O)c2[nH]cnc2C(=O)N(C)Cc2ccccc2)CC1	i	-49%	i	5%	-1%	-15%	4%	16%	6%
CCc1nc2ccccc2c(C(=O)OCC(=O)NCc2ccco2)c1C	i	-6%	i	22%	0%	6%	14%	10%	-1%
O=C(Nc1ccc2c(c1)OCCO2)C1CCCN(S(=O)(=O)c2cccs2)C1 (stereo not given)	-108%*	-11%	-3%	8%	1%	12%	19%	6%	u
COc1ccc(CN(C)CC(=O)Nc2cccc3ccccc23)cc1F	i	-4%	i	9%	0%	0%	17%	-8%	11%
Cc1cnc(C)c(N2CCN(Cc3nc(-c4cccc(F)c4F)oc3C)CC2)n1	i	-9%	i	-1%	-1%	11%	3%	-5%	-9%
CCCCN1C(=O)c2ccccc2C1C(=O)NC1CCCC1 (stereo not given)	i	2%	1%[57.5 µM]	14%	0%	1%	5%	-15%	0%
CC(C)C(C(=O)NC1CCCC1)N(Cc1ccco1)C(=O)CNS(=O)(=O)c1ccccc1 (stereo not given)	i	-3%	i	2%	1%	8%	-15%	-4%	-2%
Cc1onc(-c2ccccc2)c1-c1n[nH]c(=S)n1-c1ccccc1	i	2%	i	9%	x	-8%	12%	15%	-6%
N/C(=N\OC(=O)COc1ccc2ccccc2c1)c1ccccn1	i	3%	-35%[inhibitor]	-3%	0%	u	22%	-8%	-2%
COc1ccccc1CNC(=O)[C@H](C)NC(=O)C1CCN(C(=O)[C@@H](N)CC(C)C)CC1	i	-3%	-22%	-12%	1%	-14%	-21%	2%	2%
NNC(=O)c1cncn1-c1ccc(F)cc1	i	u	10%	-12%	-1%	3%	23%	-8%	u
CCOC(=O)c1cc2c(=O)n3ccccc3nc2n(CC2CCCO2)c1=NC(=O)c1ccccc1OCC (stereo not given)	x	258%[activator]	-25%	-5%	x	x	3%	21%	6%
CCN(C(=O)COC(=O)c1oc2ccc(OC)cc2c1C)C1CCCCC1	i	-21%	-24%	-12%	-10%	15%	27%	10%	u
O=C(CCc1nnc2n(CCc3ccccc3)c(=O)c3ccccc3n12)NCCCN1CCCCC1	i	-4%	i	x	1%	3%	0%	1%	-8%
Cc1cccnc1NC(=O)Nc1cccc(C(F)(F)F)c1	i	-17%	-7%	-5%	-1%	5%	13%	u	0%
O=C(C[C@H]1C/C=C\CC[C@@H](Cc2ccc(F)cc2)C(=O)O[C@H](c2ccccc2)CNC1=O)N[C@H](CO)Cc1ccccc1	i	-4%	-22%	-9%	4%	3%	15%	9%	u
